PhoP inhibition – inhibitors of PhoP regulon expression, primary screen, Salmonella Typhimurium, GFP reporter (AID 1863) | S. Typhimurium PhoP-regulated promoter GFP reporter, 4 h; higher % means a stronger effect | inhibition, % at 50 µM; hits with a dose series show IC50 in µM | 300,000 compounds, 0.16% hits;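 active = inhibition over 29.93%, a cutoff 3 SD above the screen mean, later confirmed by dose response; inconclusive = inhibition over 29.93% but no dose response follow-up; inactive = inhibition at most 29.93% or unconfirmed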;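 also: 0% = low Mg2+ inducing control and 100% = high Mg2+ repressing control; strong numbers were not always called active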
Large T inhibition – SV40 large T antigen inhibitors, biochemical (AID 1903); SV40 large T antigen ATPase/helicase inhibition assay; higher % means a stronger effect; inhibition, % at 20 µM, or IC50 in µM where a hit was titrated; 310,000 compounds, 0.39% hits; in the data active = a potency from the dose series; inconclusive = inhibition mostly from about 32% at the one dose, without a potency; inactive = the rest, 99 in 100 with inhibition below about 32%; also: strong numbers were not always called active
GPR35 antagonists – inhibition of zaprinast-stimulated GPR35 beta-arrestin translocation – imaging, U2OS, beta-arrestin-GFP, zaprinast agonist, primary screen (AID 2058). U2OS GPR35 beta-arrestin-GFP translocation imaging, zaprinast antagonism; higher % means a stronger effect. one-dose inhibition, % at 10 µM; IC50 in µM for titrated hits. 290,000 compounds, 0.052% hits;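 active = inhibition of at least 50% with at least 30 cells and total cytoplasm GFP at most 10,000,000; inconclusive = under 30 cells or total GFP of 10,000,000 plus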
West Nile antiviral – inhibition of WNV-induced cytopathic effect – cell-based, CPE readout (AID 1621). West Nile virus-infected cells, CPE inhibition; higher % means a stronger effect. CPE inhibition, % at 10 µM; hits with a dose series show IC50 in µM. 290,000 compounds, 0.02% hits; in the data active = a potency from the dose series; inconclusive = CPE inhibition mostly from about 3.7% at the one dose, without a potency; inactive = the rest, 99 in 100 with CPE inhibition below about 2.2%; also: strong numbers were not always called active
Rac1 GTP hydrolysis – MgcRacGAP GTPase-activating activity inhibitors, confirmation, biochemical, ADP Hunter fluorescence; MgcRacGAP-stimulated Rac1 GTP hydrolysis, ADP Hunter fluorescence; higher % means a stronger effect; GST-tagged Rac1 F28L mutant substrate; one-dose inhibition, % at 30 µM; IC50 in µM for titrated hits; 340,000 compounds, 0.6% hits;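 active = first-screen hits whose inhibition reached a set limit at any dose in the follow-up dose series; inconclusive = inhibition above the set first-screen limit but never retested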;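 also: fluorescence reports GDP produced by GAP-driven GTP hydrolysis; strong numbers were not always called active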
Dengue-2 NS5 capping – flavivirus cap methylation enzyme inhibition – biochemical, confirmation dose response, primary screen (AID 588689). Dengue-2 NS5 methyltransferase capping enzyme assay, biochemical; higher % means a stronger effect. inhibition, % at 25 µM; hits with a dose series show IC50 in µM. 340,000 compounds, 0.3% hits; in the data active = a potency from the dose series; inconclusive = inhibition above about 29% without an active follow-up result
CSM14.1 death rescue – protection against thapsigargin-triggered cell killing – 384-well, CSM14.1, ATP luminescence, primary screen (AID 1222); 190,000 tested, under 10 active; CSM14.1 thapsigargin-induced death rescue, ATP luminescence; higher % means a stronger effect; cellular ATP content (survival), % at 20 µM, or EC50 in µM where a hit was titrated;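 active = EC50 below 50 µM in the dose-response confirmation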;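 also: death triggered by thapsigargin at about 15 µM added after 2 h compound pretreatment; cell ATP read after overnight thapsigargin exposure of roughly 18 to 22 hours; normalized against plate controls of thapsigargin alone and 5% DMSO vehicle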
RSV CPE inhibition – inhibition of RSV-induced cytopathic effect – HEp-2 cells, primary 10 µM value included (AID 2391); CPE inhibition, % at 10 µM, or IC50 in µM where a hit was titrated; HEp-2 cells, RSV-induced CPE inhibition; higher % means a stronger effect; 310,000 compounds, 0.13% hits; in the data active = a potency from the dose series; inconclusive = CPE inhibition mostly from about 23% at the one dose, without a potency; inactive = the rest, 99 in 100 with CPE inhibition below about 21%; also: strong numbers were not always called active
LYP phosphatase – inhibitors of LYP phosphatase, biochemical, fluorescence intensity, uHTS (AID 1779); recombinant LYP phosphatase, fluorescence intensity; higher % means a stronger effect; inhibition, % at 11.5 µM; hits with a dose series show IC50 in µM; 290,000 compounds, 0.054% hits; in the data active = inhibition above about 50%;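 also: plate controls were vehicle with enzyme for no effect and no enzyme for full effect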
Dengue-2 NS5 capping pilot replicate – further read-out of Dengue-2 NS5 capping, marked with its call; inhibition, %; measured here: pilot screen replicate inhibition
Numbers without * were called inactive; u = inconclusive; x = not tested or not shown. The order is random, and some 1.5% of all compounds hit somewhere here.

SMILES	PhoP inhibition	Large T inhibition	GPR35 antagonists	West Nile antiviral	Rac1 GTP hydrolysis	Dengue-2 NS5 capping	CSM14.1 death rescue	RSV CPE inhibition	LYP phosphatase	others
C/C(=N\NC(=O)c1nn(C)c(C)c1Br)c1cccc(NC(=O)c2ccoc2C)c1	8%	3%	3%	0.3%	9%	-9%	-1.5%	0.0%	2%
O=C(/C=C(\O)c1ccccc1)C(=O)NNC(=O)c1ccccc1[N+](=O)[O-]	-2%	0%	7%	0.5%	5%	-2%	x	2.3%	-7%
O=c1[nH]ncc(N2CCCCCC2)c1Cl	-4%	10%	3%	-0.2%	10%	x	-1.1%	8.8%	-12%
COC(=O)c1c(C)[nH]c(C(C)=O)c1C	34%	0%	-8%	0.3%	12%	-4%	-1.0%	u	2%
COC(=O)c1sc(C(F)(F)F)c(-c2ccccc2)c1S(=O)(=O)NC(C)(C)C	-10%	5%	-2%	0.1%	9%	1%	x	2.5%	0%
COc1ccc(C2c3ccc4ccccc4c3Oc3ncn(CCO)c(=N)c32)cc1 (centres undefined)	1%	10%	3%	12%	13%	1%	x	17%	-7%
COc1ccccc1NC(=O)CN(c1ccccc1F)S(C)(=O)=O	3%	17%	8%	0.0%	5%	-4%	4.3%	0.5%	-7%
CNC(=S)Nc1ccc([N+](=O)[O-])c(C)c1	12%	7%	1%	-1.1%	9%	-15%	-0.5%	-1.1%	-7%
COCCNC(=O)C(c1ccc(F)cc1)N(C(=O)CCC(=O)Nc1nccs1)c1ccc(C)cc1 (centres undefined)	x	x	-5%	-1.0%	2%	-6%	3.1%	3.5%	-4%
O=C1[C@H]2[C@@H](c3ccc(F)cc3)N3C(=O)N(c4ccccc4)C(=O)[C@@]3(Cc3ccc(Cl)cc3)[C@H]2C(=O)N1C1CCCCC1	x	22%	4%	-0.5%	12%	-7%	x	4.3%	-4%
NC(=O)CSc1nnc(-c2ccc3c(c2)OCO3)o1	-7%	2%	10%	0.3%	x	x	-1.5%	1.1%	-3%
Cc1cccc(N2CN(Cc3ccco3)CNC2=S)c1	-4%	8%	-17%	0.4%	0%	0%	1.3%	0.4%	-10%
CC1CCCC(NC(=O)C2CCN(S(=O)(=O)N3CCC4(CC3)OCCO4)CC2)C1C (centres undefined)	3%	-1%	8%	x	2%	1%	-1.2%	0.6%	-3%
CCN(CC)C(=O)C1CCCN(c2ccc([N+](=O)[O-])cc2[N+](=O)[O-])C1 (centres undefined)	x	x	7%	-1.8%	-2%	-5%	0.4%	2.0%	-4%
O=C(NCC(=O)N(c1cccc(F)c1)C(C(=O)NC1CCCC1)c1ccncc1)c1cccs1 (centres undefined)	-1%	8%	-4%	0.2%	6%	-11%	x	1.7%	0%
CSc1nc(Cc2ccccc2)cc(=O)[nH]1	-9%	2%	-2%	-0.2%	4%	-4%	-1.3%	3.5%	-9%
COC(=O)c1sc(-c2ccccc2)cc1NC(C)=O	-9%	4%	-5%	-0.2%	3%	3%	x	4.8%	0%
Cc1ccc(S(=O)(=O)N(C)CCCC(=O)Nc2ccncc2)cc1	6%	1%	-8%	x	3%	1%	0.0%	1.0%	-8%
CCOc1ccc(C2C(C(N)=O)=C(C)Nc3ncnn32)cc1OC (centres undefined)	3%	2%	12%	0.8%	7%	-8%	x	0.7%	-10%
CCn1c2ccccc2c2cc(/C=N/NC(=O)c3ccccc3C)ccc21	-2%	3%	0%	-0.2%	10%	3%	2.8%	0.6%	-2%
O=C(CCNS(=O)(=O)c1ccc2c(c1)CCC(=O)N2)NCc1ccc2c(c1)OCO2	0%	8%	-12%	0.2%	-4%	-10%	-1.0%	0.2%	1%
O=S(=O)(NCc1cccs1)c1ccccc1Cl	3%	1%	x	x	8%	-2%	x	0.6%	x
CC(Oc1ccc2ccc(=O)oc2c1)C(=O)NCCN1CCOCC1 (centres undefined)	3%	8%	-5%	-0.2%	-16%	-1%	x	0.1%	-9%
C/C(=N\Nc1ccc(C(F)(F)F)cc1[N+](=O)[O-])C(C)C	-2%	3%	6%	1.4%	5%	-4%	-1.4%	1.5%	-6%
CC(C)COC(=O)Cc1c(O)c2ccccc2[nH]c1=O	-5%	2%	-14%	-0.6%	2%	-6%	-1.3%	3.9%	0%
COCCNC(=O)c1ccc2snnc2c1	10%	10%	13%	-0.3%	-4%	15%	2.1%	0.1%	-10%
CCc1nnc(NC(=O)CSc2nc(C)cs2)s1	4%	1%	-1%	-0.4%	7%	5%	x	1.2%	-10%
Cn1nc(C(F)(F)F)c(CNC(=O)C(C)(C)CCl)c1N1CCOCC1	-8%	5%	-2%	0.5%	5%	-3%	0.3%	3.8%	-6%
COc1ccccc1/C=C(/C(=O)OCC(=O)N(C)Cc1ccccc1)c1ccccc1	-5%	6%	-2%	-0.8%	3%	-1%	0.4%	u	4%
COc1ccc(NC(=S)N2CCC(c3ccc(C)cc3)C2)cc1 (centres undefined)	11%	7%	-10%	-1.8%	-7%	-5%	x	2.6%	-6%
Cc1nn(C)c(C)c1S(=O)(=O)N(CC(=O)N1CCc2ccccc21)c1ccc(C(C)C)cc1	7%	-1%	12%	-0.1%	9%	5%	0.4%	2.0%	0%
CS(=O)(=O)Nc1ccc(C(=O)Nc2cccc([N+](=O)[O-])c2)cc1	3%	1%	-9%	-0.4%	9%	-1%	-0.5%	-1.3%	-4%
CCOC(=O)c1sc(NC(=O)C(CC)OC(=O)C(CC(C)C)NC(=O)c2ccccc2)nc1C (centres undefined)	-1%	-2%	6%	-0.1%	5%	1%	-0.4%	0.6%	2%
CCOC(=O)c1cn[nH]c1C(F)(F)F	-2%	7%	53%	0.1%	x	x	x	4.3%	-11%
CCOC(=O)c1ccc(NC(=S)NNC(C)(C)C)cc1	4%	16%	-6%	1.5%	x	x	x	1.8%	2%
COc1cccc(NC(=O)Nc2ccccc2SC)c1	6%	0%	-4%	-0.6%	3%	0%	-0.6%	3.2%	-4%
CCOC(=O)c1csc(N/N=C2\CCCc3ccccc32)n1	12%	2%	17%	0.5%	9%	9%	x	u	-3%
Cc1ccc(S(=O)(=O)N2CCCCC2)cc1NC(=O)CN1C(=O)CN(C)C1=O	7%	4%	-5%	0.0%	8%	x	-0.8%	0.1%	-5%
CCC(C)(C(=O)NC1CCCCC1)N(C)C(=O)c1ccccn1 (centres undefined)	-11%	9%	8%	-0.3%	8%	4%	-1.2%	1.3%	-6%
O=C(NCC1CCCN1S(=O)(=O)c1cccs1)C(=O)Nc1ccc(F)cc1F (centres undefined)	-5%	8%	x	x	6%	3%	x	3.2%	x
Cc1cc(C(=O)CCC(=O)N2CCN(c3ccccc3)CC2)c(C)s1	2%	17%	x	x	7%	-4%	x	2.6%	x
N#C/C(=C\c1ccc(Br)s1)C(=O)N1CCN(c2ccccc2)CC1	-19%	8%	0%	-0.9%	5%	-3%	-0.9%	1.4%	5%
COc1cc(C2Oc3ccccc3C=C2[N+](=O)[O-])cc(OC)c1OC (centres undefined)	1%	x	-8%	0.5%	x	x	x	x	-4%
O=C(CSc1n[nH]c(=O)[nH]c1=O)N/N=C/c1ccccc1O	-7%	10%	x	0.7%	0%	-2%	-0.5%	0.6%	0%
Cc1ccccc1OC(=O)C1C(c2ccccc2)C(C(=O)O)C1c1ccccc1 (centres undefined)	5%	2%	-18%	-0.1%	3%	19%	-1.9%	0.2%	-2%	Dengue-2 NS5 capping pilot replicate=-0.6
COc1ccc(-n2nnc3c(=O)n(CC(=O)N4CCCc5ccccc54)cnc32)cc1	x	10%	0%	0.2%	9%	-4%	-0.5%	2.6%	1%
Cc1c(Cl)cccc1NC(=O)C1CCN(c2cnccn2)CC1	7%	5%	-1%	-0.4%	3%	-12%	x	0.2%	-4%
Cc1cc(OCC(=O)N2CCC(C(N)=O)CC2)c2c(C)c(C)c(=O)oc2c1	x	x	-7%	-0.3%	5%	-7%	x	0.3%	-14%

The last two records of the part before come first, to join the parts:
SMILES	PhoP inhibition	Large T inhibition	GPR35 antagonists	West Nile antiviral	Rac1 GTP hydrolysis	Dengue-2 NS5 capping	CSM14.1 death rescue	RSV CPE inhibition	LYP phosphatase	others
Cc1c(Cl)cccc1NC(=O)C1CCN(c2cnccn2)CC1	7%	5%	-1%	-0.4%	3%	-12%	x	0.2%	-4%
Cc1cc(OCC(=O)N2CCC(C(N)=O)CC2)c2c(C)c(C)c(=O)oc2c1	x	x	-7%	-0.3%	5%	-7%	x	0.3%	-14%
CCC(C)C(=O)Nc1ccccc1N1CCN(c2ccc(F)cc2)CC1 (centres undefined)	5%	3%	0%	-1.3%	-1%	-8%	x	8.4%	-10%
S=c1[nH]nc(-c2cc(-c3ccccc3)n[nH]2)n1/N=C/c1ccccc1	-1%	22%	-6%	-0.1%	12%	-2%	x	15%	2%
CC(C)C(=O)Nc1ccc(C(=O)c2ccccc2)cc1	12%	-8%	-10%	0.6%	5%	-7%	-3.1%	3.1%	-10%	Dengue-2 NS5 capping pilot replicate=-4.3
CC(OC(=O)c1cccc(-n2cnnn2)c1)C(=O)Nc1ccc(F)cc1Cl (centres undefined)	0%	13%	x	x	4%	-1%	x	-1.4%	x
Cc1ccc(NC(=S)NNC(=O)CSc2nc3ccccc3c(=O)n2-c2ccc(C)cc2)cc1	16%	19%	-9%	-0.1%	5%	-4%	-2.5%	1.9%	-4%
N#Cc1c(NC(=O)CN2CCN(S(=O)(=O)c3ccc4c(c3)OCCO4)CC2)sc2c1CCC2	-14%	24%	6%	-0.2%	8%	-7%	-0.9%	1.0%	-4%
COc1ccccc1N1CCN(C(=O)c2cc3cc(Cl)ccc3[nH]2)CC1	13%	-10%	13%	-0.2%	9%	2%	x	0.3%	-5%	Dengue-2 NS5 capping pilot replicate=0.9
Cn1c(CN2CCOCC2)nnc1SCC(=O)Nc1cc(Cl)ccc1Cl	-1%	-8%	5%	-0.8%	1%	-11%	x	-0.7%	-7%
COCCSc1ccccc1C(=O)Nc1ccncc1	6%	6%	-16%	-0.6%	8%	-3%	-4.1%	3.7%	38%
CCOC(=O)c1c(NC(=O)CSc2nnc(Cc3ccccc3)o2)sc(C(C)=O)c1C	-8%	-1%	-15%	1.0%	6%	2%	-2.0%	2.4%	6%
CCOC(=O)C(=O)Nc1ccc(S(=O)(=O)Nc2nccs2)cc1	-1%	6%	-3%	0.3%	2%	2%	x	0.7%	-2%
O=C(Nc1ccc(Oc2ccccc2)nc1)C1CCN(Cc2ccccc2)CC1	-1%	12%	3%	-0.4%	2%	-6%	x	10%	-6%
C=CCOc1ccc(-c2nc3c(c(=O)[nH]c(=O)n3CCCC)n2C)cc1OC	0%	0%	-23%	-0.4%	6%	0%	3.2%	2.7%	-14%
